# Pf apPOL inh = Pf-apPOL inhibitors, biochemical, fluorescence | Plasmodium falciparum apicoplast DNA polymerase (apPOL) | Recombinant Pf-apPOL, molecular beacon fluorescence, 1.5 h | inhibition, % at 10 µM | 210,000 compounds, 0.25% hits
# mHTT-CaM PPI inh = mutant huntingtin-calmodulin interaction inhibitors – biochemical, AlphaScreen, primary screen. AlphaScreen His-mHTT/GST-CaM binding, luminescence. inhibition, % at 15 µM. 190,000 compounds, 3.6% hits. AID 1671202, 2021;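 also: 0% = both proteins with DMSO and 100% = one protein alone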
# * = called active by the depositor; x = not tested or not shown; & = joins results of further samples. Rule as the data show it: active = inhibition above about 50%; inactive = the rest.
# Each structure is followed by: Pf apPOL inh, mHTT-CaM PPI inh
1: COc1cc(-c2nc3ccccn3c2N=Cc2ccc(F)cc2)ccc1O
  -5, 79*
2: c1coc(CNc2ccc3c(c2)OCO3)c1
  2, 71*
3: O=C(Cc1cn2cc(Br)ccc2n1)N1CCSCC1
  -3, 1
4: NC(=O)c1cc(NC(=O)c2cccnc2)cc(C(N)=O)c1
  -3, 2
5: CCc1ccc(NC(=O)N2CCCC(c3cccc(C(=O)NCc4ccc(C)o4)c3)C2)cc1 (stereo unspecified)
  -3, -7
6: CCCN(C)C(=O)c1cn2ccnc(-c3ccc(C)cc3)c2n1
  -2, 2
7: COc1ccccc1-n1nc(C(=O)Nc2cccc(Cl)c2)c2ccccc2c1=O
  -5, 0
8: CCN(C)c1nc(-c2ccccc2F)c2c(N)n(C)nc2n1
  0, 27
9: Cn1cc([N+](=O)[O-])c(C(=O)Nc2ccc3c(c2)C(=O)NC3=O)n1
  1, -3
10: O=C1OC(c2ccc(Br)cc2)=N/C1=C\c1ccc(Br)o1
  0, 4
11: CCCN1C(=O)Cc2ccccc2C1C(=O)N1CCOCC1 (stereo unspecified)
  3, -11
12: N#Cc1cc(C#N)c(=S)[nH]c1N
  x, 4
13: O=C(c1cccc(OCC2CCCN(C(=O)c3ccc(F)cc3)C2)c1)N1CCCC1 (stereo unspecified)
  -5, 5
14: c1ccc(CSc2nnc(-c3ccco3)n2-c2ccccc2)cc1
  12, 6
15: Clc1ccc(-n2nnnc2Cc2nnnn2-c2ccc(Cl)cc2)cc1
  -2, -2

# Rewritten with one line to a screen: entries from further up.
5: CCc1ccc(NC(=O)N2CCCC(c3cccc(C(=O)NCc4ccc(C)o4)c3)C2)cc1 (stereo unspecified)
13: O=C(c1cccc(OCC2CCCN(C(=O)c3ccc(F)cc3)C2)c1)N1CCCC1 (stereo unspecified)
3: O=C(Cc1cn2cc(Br)ccc2n1)N1CCSCC1
1: COc1cc(-c2nc3ccccn3c2N=Cc2ccc(F)cc2)ccc1O

Screen / compound no. | 5 | 13 | 3 | 1
Pf apPOL inh | -3 | -5 | -3 | -5
mHTT-CaM PPI inh | -7 | 5 | 1 | 79*

# (continued)
# Each structure is followed by: Pf apPOL inh, mHTT-CaM PPI inh
16: CC(C)c1ccc(N2C(=O)NC3CC2(C)Oc2ccccc23)cc1 (stereo unspecified)
  -4, 7
17: Cc1ccc(C(=O)N2CCCC2COc2ccc(C(=O)N3CCOCC3)cc2)cc1C (stereo unspecified)
  -7, 5
18: COc1ccc(/C=C2/N=C(c3ccc(F)cc3)OC2=O)c(OC)c1OC
  -2, 5
19: O=C(NCCN1CCOC1=O)C(=O)NCCN1CCOC1=O
  -3, -7
20: Cc1ccc(N=c2oc3cc(O)ccc3cc2C(N)=O)cc1
  0, 18
21: O=C1C(=O)N(C(=O)Nc2ccc(F)cc2F)c2ccccc21
  15, 10
22: Cc1cc2c(Nc3cccc(C(F)(F)F)c3)ncnc2s1
  -2, -6
23: O=C1OC2(CCCCC2)OC(=O)C1=CNc1ccc(Cl)cc1C(F)(F)F
  1, -3
24: CCC(=O)N1CC(C(=O)N2CCCCC2)C(c2cc(OC)ccc2OC)C1 (stereo unspecified)
  1, 7
25: CC(=O)c1ccc(S(=O)(=O)N2CCC(C(=O)NCc3cscn3)CC2)cc1
  -6, -9
26: CCCc1[nH]n(-c2ccc(F)cc2)c(=O)c1C=NCCCN(CC)CC
  0, -7
27: CC(=O)C1=C(O)C(=O)N(c2ccccn2)C1c1ccccc1 (stereo unspecified)
  5, -2
28: CC(C)CCNS(=O)(=O)c1ccc2c(c1)C(=O)c1cc(S(=O)(=O)NCCC(C)C)ccc1-2
  2, 10
29: Cc1cc(NC(=O)CN2CCN(CC(=O)c3cccs3)CC2)no1
  -7, -9
30: Nc1cc(=O)[nH]c(SCC(=O)c2ccc(O)cc2O)n1
  2, -1
31: CCOC(=O)Cc1ccc(NC(=O)N2CCCn3nc(-c4cccs4)cc3C2)cc1
  2, 25
32: CSc1nc(C)cc(OCCNS(=O)(=O)c2cc(C)ccc2C)n1
  -8&0, 5&-2
33: Cc1n[nH]c(C)c1S(=O)(=O)Nc1ccc2c(c1)CN(C(=O)c1cccs1)CC2
  -10, -6
34: CCOC(=O)N1CCN(c2cc(N3CCCCC3)c(F)cc2[N+](=O)[O-])CC1
  -4, 14
35: COc1ccc(-c2cc(C(F)(F)F)nc(SC3CC(O)C4OCC3O4)n2)cc1OC (stereo unspecified)
  -3, 17
36: CCN(CC)S(=O)(=O)c1cc(C(=O)Nc2ccccc2[N+](=O)[O-])ccc1Br
  -1, 14
37: O=C(CN1CCC2(CC1)NC(=O)N(Cc1ccc(F)cc1)C2=O)NCC1CCCO1 (stereo unspecified)
  -10, -7
38: COc1ccc2cc(-c3nnc(Nc4ccccc4F)s3)c(=O)oc2c1
  -17, -1
39: Cc1cccc(NC(=O)Cn2cc3c(n2)CCCC3)c1C
  -4, -1
40: Cn1c(=O)c2c(nc(Br)n2CC(=O)c2ccc(Cl)cc2)n(C)c1=O
  9, 4
41: O=C(NCCn1nc(-n2ccnc2)ccc1=O)c1ccc(F)cc1F
  -10, -6
42: CCOC(=O)c1ccc(Cl)cc1Nc1ccc([N+](=O)[O-])cc1C(=O)OCC
  0, x
43: CCN1C(=O)Cc2ccccc2C1C(=O)N(C)C (stereo unspecified)
  0, -4
44: NC(=O)c1cc2cc(Br)ccc2oc1=O
  -4, 3
45: Cc1cc(C(=O)N2CCC3(C2)NCc2ccccc2NC3=NCc2ccccc2)nn1C (stereo unspecified)
  10, 12

# A different layout for 28 compounds above:
15. Clc1ccc(-n2nnnc2Cc2nnnn2-c2ccc(Cl)cc2)cc1
16. CC(C)c1ccc(N2C(=O)NC3CC2(C)Oc2ccccc23)cc1 (stereo unspecified)
17. Cc1ccc(C(=O)N2CCCC2COc2ccc(C(=O)N3CCOCC3)cc2)cc1C (stereo unspecified)
18. COc1ccc(/C=C2/N=C(c3ccc(F)cc3)OC2=O)c(OC)c1OC
19. O=C(NCCN1CCOC1=O)C(=O)NCCN1CCOC1=O
20. Cc1ccc(N=c2oc3cc(O)ccc3cc2C(N)=O)cc1
21. O=C1C(=O)N(C(=O)Nc2ccc(F)cc2F)c2ccccc21
22. Cc1cc2c(Nc3cccc(C(F)(F)F)c3)ncnc2s1

Assay by compound | 15 | 16 | 17 | 18 | 19 | 20 | 21 | 22
Pf apPOL inh | -2 | -4 | -7 | -2 | -3 | 0 | 15 | -2
mHTT-CaM PPI inh | -2 | 7 | 5 | 5 | -7 | 18 | 10 | -6

23. O=C1OC2(CCCCC2)OC(=O)C1=CNc1ccc(Cl)cc1C(F)(F)F
24. CCC(=O)N1CC(C(=O)N2CCCCC2)C(c2cc(OC)ccc2OC)C1 (stereo unspecified)
25. CC(=O)c1ccc(S(=O)(=O)N2CCC(C(=O)NCc3cscn3)CC2)cc1
26. CCCc1[nH]n(-c2ccc(F)cc2)c(=O)c1C=NCCCN(CC)CC
27. CC(=O)C1=C(O)C(=O)N(c2ccccn2)C1c1ccccc1 (stereo unspecified)
28. CC(C)CCNS(=O)(=O)c1ccc2c(c1)C(=O)c1cc(S(=O)(=O)NCCC(C)C)ccc1-2
29. Cc1cc(NC(=O)CN2CCN(CC(=O)c3cccs3)CC2)no1
30. Nc1cc(=O)[nH]c(SCC(=O)c2ccc(O)cc2O)n1

Assay by compound | 23 | 24 | 25 | 26 | 27 | 28 | 29 | 30
Pf apPOL inh | 1 | 1 | -6 | 0 | 5 | 2 | -7 | 2
mHTT-CaM PPI inh | -3 | 7 | -9 | -7 | -2 | 10 | -9 | -1

31. CCOC(=O)Cc1ccc(NC(=O)N2CCCn3nc(-c4cccs4)cc3C2)cc1
32. CSc1nc(C)cc(OCCNS(=O)(=O)c2cc(C)ccc2C)n1
33. Cc1n[nH]c(C)c1S(=O)(=O)Nc1ccc2c(c1)CN(C(=O)c1cccs1)CC2
34. CCOC(=O)N1CCN(c2cc(N3CCCCC3)c(F)cc2[N+](=O)[O-])CC1
35. COc1ccc(-c2cc(C(F)(F)F)nc(SC3CC(O)C4OCC3O4)n2)cc1OC (stereo unspecified)
36. CCN(CC)S(=O)(=O)c1cc(C(=O)Nc2ccccc2[N+](=O)[O-])ccc1Br
37. O=C(CN1CCC2(CC1)NC(=O)N(Cc1ccc(F)cc1)C2=O)NCC1CCCO1 (stereo unspecified)
38. COc1ccc2cc(-c3nnc(Nc4ccccc4F)s3)c(=O)oc2c1

Assay by compound | 31 | 32 | 33 | 34 | 35 | 36 | 37 | 38
Pf apPOL inh | 2 | -8&0 | -10 | -4 | -3 | -1 | -10 | -17
mHTT-CaM PPI inh | 25 | 5&-2 | -6 | 14 | 17 | 14 | -7 | -1

39. Cc1cccc(NC(=O)Cn2cc3c(n2)CCCC3)c1C
40. Cn1c(=O)c2c(nc(Br)n2CC(=O)c2ccc(Cl)cc2)n(C)c1=O
41. O=C(NCCn1nc(-n2ccnc2)ccc1=O)c1ccc(F)cc1F
42. CCOC(=O)c1ccc(Cl)cc1Nc1ccc([N+](=O)[O-])cc1C(=O)OCC

Assay by compound | 39 | 40 | 41 | 42
Pf apPOL inh | -4 | 9 | -10 | 0
mHTT-CaM PPI inh | -1 | 4 | -6 | x

# Going on with the list.
# Each structure is followed by: Pf apPOL inh, mHTT-CaM PPI inh
46: CC(=O)N1CCc2sc(S(=O)(=O)Nc3ccc(Cl)cc3)cc2C1
  -1, 16
47: O=C(CCc1ccccc1)N1CCOc2ccccc2C1
  1, -7
48: O=C(O)c1cncc(-c2ccccc2)c1
  80*, x
49: COc1ccc(CN2CCN(S(=O)(=O)c3ccc(Cl)cc3)CC2)c(OC)c1OC
  -3, 3
50: COc1ccc(OC)c(COCC(O)CN2CCCCC2C)c1 (stereo unspecified)
  -6, -7
51: COc1cncc(C(=O)Nc2ccc(C)cc2Cl)c1
  3, -2
52: COc1cccc(N2C(=O)NC(Cc3c[nH]c4ccccc34)C2=O)c1 (stereo unspecified)
  2, -1
53: O=C(O)CSc1nc2ccccc2n1C1CCCCC1
  4, 6
54: N#CC1=C(N)N(c2ccc(Br)cn2)C2=C(C(=O)CCC2)C1c1ccsc1 (stereo unspecified)
  0, 0
55: c1nc(NCc2ccc3c(c2)OCO3)c2c3c(sc2n1)CCCC3
  -2, 14
56: O=C(NCCn1cc(SCC(=O)N2CCc3ccccc32)c2ccccc21)c1ccccc1F
  -2, 14
57: Nc1ccccc1Oc1c(F)c(F)c(Oc2ccccc2N)c(F)c1F
  -18, 5
58: COc1ccc(-n2c3c(cc(C(=O)NCc4ccccc4)c2=O)C(=O)CCC3)cc1
  1, 22
59: CCCN1C(=O)C(C)NC12CCN(S(=O)(=O)c1ccc(F)cc1)CC2 (stereo unspecified)
  0, 2
60: COc1ccc(-c2noc(C3CCN(CC(=O)Nc4ccc(C)cc4F)CC3)n2)cc1
  -6, -12
61: Cc1ccc(-c2csc(NC(=O)C3CCCCC3C(=O)O)n2)cc1 (stereo unspecified)
  6, -4
62: COc1cccc(C2CNCC2C(=O)NC(C)C)c1 (stereo unspecified)
  -3, 4
63: Cc1cccc(NC(=O)N2CCC(n3cnc4cc(Cl)ccc4c3=O)CC2)c1
  -2, -4
64: Cc1ccc(-c2csc(NC(=O)CN3C(=O)c4ccccc4C3=O)n2)o1
  -2, -17
65: Nc1cc(-c2ccccc2)nc2cc(-c3ccccc3)nn12
  -5, -8
66: Cc1ccccc1NC(=O)N1CCc2nc[nH]c2C1
  1, -9
67: CCC/C=C/c1ccc(CN2C(C)C(=O)N(Cc3cn(Cc4ccco4)nn3)CCS2(=O)=O)cc1 (stereo unspecified)
  -4, 35
68: Cn1c(C2CCC(CNC(=O)CCC(=O)c3ccccc3)CC2)nc2ccccc21 (stereo unspecified)
  -7, -14
69: Cc1cc(N=CN(C)C)no1
  4, x
70: CCOc1ccccc1C1CC(c2ccc(I)cc2)Nc2nnnn21 (stereo unspecified)
  11, 14
71: CCN(CC)CCCNC(=O)C1c2cc(OC)c(OC)cc2C(=O)N(C)C1c1cccs1 (stereo unspecified)
  6, -2
72: Cc1cc(C)n2nc(CC(=O)NCc3ccc(F)cc3)nc2n1
  -13, 8
73: Cn1nc(-c2nc(-c3cccc(F)c3)no2)c2c1CCN(C(=O)c1ccccn1)C2
  -5, 4
74: O=C(NCCc1c[nH]c2ccccc12)C1CCc2nc(N3CCCC3)ncc2C1 (stereo unspecified)
  -3, 54*
75: Brc1ccc(-c2nc(-c3ccncc3)no2)o1
  -6, 3
76: COc1ccc(-c2nc3ccc(C(=O)O)cc3nc2-c2ccc(OC)c(OC)c2)cc1OC
  4, 2
77: COc1ccc(NC(=O)CSc2nc3c(c(=O)n2-c2ccc(Cl)cc2)SCC3)cc1
  0, 13
78: FC(F)Oc1ccccc1C1C=C(c2ccc(Br)cc2)Nc2nnnn21 (stereo unspecified)
  -8, 6
79: O=C(Nc1ccccc1[N+](=O)[O-])c1cccc(S(=O)(=O)Nc2ccc(Cl)cn2)c1
  0, 2
80: CCC(=O)Nc1cccc(-c2noc(C3CCCN(C(=O)c4ccc(OC)cc4)C3)n2)c1 (stereo unspecified)
  0, -4
81: CC(=O)c1c(C)cc(C)c(CSCC(=O)Nc2ccccc2)c1C
  -10, -6
82: CC(C)Oc1ccc(C(=O)Nc2c3c(nn2-c2ccc(F)cc2)CS(=O)(=O)C3)cc1
  -1, 10
83: COc1cc(OC)cc(C(=O)N2CCN(c3cccc(F)c3)C(=O)C2C)c1 (stereo unspecified)
  2, 1
84: O=C(Nc1ccc(Oc2ccccc2)cc1)C1CC(=O)N(c2ccccc2Cl)C1 (stereo unspecified)
  0, 72*
85: NC(=O)c1csc2c1CCCC2
  x, 0
86: COc1ccc(C2=N/C(=C\c3cccc(OC)c3OC)C(=O)O2)cc1Br
  -8, -4
87: Cc1ccccc1OCC(=O)N1CCC(Cc2nc3cccnc3n2CC(C)C)C1 (stereo unspecified)
  -6, 7
88: CC(C(=O)Nc1cc(Cl)ccc1C#N)n1nc(-c2ccc(F)cc2)ccc1=O (stereo unspecified)
  -6, -5
89: CCCNC(=O)C1CCCN(c2nnc3ccc(C(F)(F)F)cn23)C1 (stereo unspecified)
  -2, -4
90: COCCCNC(=O)c1c(F)ccc(S(=O)(=O)N2CCCCCC2)c1F
  -25, -5
91: CCCn1cc(CNC(=O)C2CCCN(c3nnc4cccc(C)n34)C2)c(C)n1 (stereo unspecified)
  -2, 6

# High-throughput results from PubChem BioAssay.
